# NCI-60 one-dose screen, 48 h, at 10 µM unless noted. Numbers give growth in % (100 = growth as untreated, 0 = no growth, -100 = all killed).
# MDA-MB-468 – MDA-MB-468 breast cancer | 8.5% of 78,000 active
# RPMI-8226 – RPMI-8226 leukemia cells | 7.5% of 77,000 active
# MCF7 – MCF7 breast cancer. 6.3% of 82,000 active. AID 1794796
# K-562 – K-562 leukemia | 7.4% of 78,000 active
# MOLT-4 – MOLT-4 leukemia cells; 6.9% of 80,000 active
# MDA-MB-435 – MDA-MB-435 melanoma. 7.8% of 82,000 active
# MDA-MB-231 – MDA-MB-231 breast cancer | 5% of 81,000 active
# SR – SR leukemia cells; 8.7% of 73,000 active
# * hit, by the source's call; x = no result given; & = joins results of further samples; [ ] = another dose, or the depositor's remark. The calls were made as follows: active = growth percent below 10; inactive = the rest.
[1] CCN1C(=O)N(CC)C2C1N=C(SCc1ccc(Cl)cc1)N2/N=C/C=C/c1ccccc1OC (stereo not drawn)
[2] Cc1nccc2c3ccc(OCc4cn(Cc5ccc(Br)cc5)nn4)cc3n(CCCc3ccccc3)c12
[3] COc1cc(N=Nc2cc(Cc3ccc(N(C)C)cc3)c(N)cc2N(C)C)c2ncccc2c1
[4] c1ccc(-c2ccccn2)nc1
[5] Cc1nc(-c2cc3ccccc3oc2=O)ccc1C(=O)/C=C/c1ccc(N2CCOCC2)cc1
[6] CC(=O)N(C(C)=O)c1n[nH]c(Nc2ccccc2)c1C#N
[7] CCOc1cc2c(cc1OCC)C(c1cc(C)c(O)c(C)c1)NCC2 (stereo not drawn)
[8] O=C(Oc1ccc(-c2ccccc2)cc1)c1ccccc1

Assay by compound	1	2	3	4	5	6	7	8
MDA-MB-468	41	93	-55*	108&92	46	110	102	121
RPMI-8226	11	73	-53*	103&109	93	127	78	x
MCF7	14	75	-1.6*	102&103	52	102	89	117
K-562	21	76	-37*	94&107	38	x	79	x
MOLT-4	55	91	-13*	86&117	66	x	96	x
MDA-MB-435	-17*	97	19	107&109	-21*	106	97	107
MDA-MB-231	75	79	-45*	105	54	108	96	109
SR	18	78	-13*	85&98	26	x	81	x

# Some of the entries above in a different format:
3. COc1cc(N=Nc2cc(Cc3ccc(N(C)C)cc3)c(N)cc2N(C)C)c2ncccc2c1
  MDA-MB-468 = -55*; RPMI-8226 = -53*; MCF7 = -1.6*; K-562 = -37*; MOLT-4 = -13*; MDA-MB-435 = 19; MDA-MB-231 = -45*; SR = -13*
4. c1ccc(-c2ccccn2)nc1
  MDA-MB-468 = 108&92; RPMI-8226 = 103&109; MCF7 = 102&103; K-562 = 94&107; MOLT-4 = 86&117; MDA-MB-435 = 107&109; MDA-MB-231 = 105; SR = 85&98
5. Cc1nc(-c2cc3ccccc3oc2=O)ccc1C(=O)/C=C/c1ccc(N2CCOCC2)cc1
  MDA-MB-468 = 46; RPMI-8226 = 93; MCF7 = 52; K-562 = 38; MOLT-4 = 66; MDA-MB-435 = -21*; MDA-MB-231 = 54; SR = 26
6. CC(=O)N(C(C)=O)c1n[nH]c(Nc2ccccc2)c1C#N
  MDA-MB-468 = 110; RPMI-8226 = 127; MCF7 = 102; K-562 = x; MOLT-4 = x; MDA-MB-435 = 106; MDA-MB-231 = 108; SR = x

# (cont.)
[9] CCOC(=O)Oc1ccc(Cl)cc1
[10] CC1CN(CSc2ccccc2)CCN1CSc1ccccc1 (stereo not drawn)
[11] Nc1c(Oc2cccc(C(F)(F)F)c2)ncnc1Oc1cccc(C(F)(F)F)c1
[12] O=C(O)c1cn(C2CC2)c2cc(N3CCN(C(=O)CSc4nc(NS(=O)(=O)c5ccccc5)cc(=O)[nH]4)CC3)c(F)cc2c1=O
[13] O=C(c1cccs1)c1ccccc1Cc1ccccc1
[14] O=C(c1ccccc1)C1OC1c1ccccc1 (stereo not drawn)
[15] O=C(Cn1cc(CN2C(=O)C3CCCN3C(=O)c3ccccc32)nn1)Nc1ccc(Cl)cn1 (stereo not drawn)
[16] COc1ccc(OC)c(Nc2nc3nonc3nc2N2CCCCC2)c1

Assay by compound	9	10	11	12	13	14	15	16
MDA-MB-468	94	98	106	99	100	92	91	100
RPMI-8226	109	58	90	82	100	95	108	95
MCF7	100	79	98	x	102	82	84	93
K-562	95	80	87	x	98	90	101	93
MOLT-4	100	51	84	x	92	83	98	94
MDA-MB-435	100	82	97	90	103	88	99	99
MDA-MB-231	104	89	95	100	89	100	107	104
SR	94	72	71	x	93	82	111	84

[17] CCCCC1COc2cccc3c2N1C=C/C3=C\C(=O)N(Cc1ccccc1)c1ccc(OC)cc1 (stereo not drawn)
[18] COc1ccc(-c2ccc(=O)n(-c3ccc(S(C)(=O)=O)cc3)n2)cc1OC
[19] O=C(CN1CCN(C(=O)c2ccccc2)CC1)Nc1ccccc1SCc1ccccc1
[20] Cn1c(=O)[nH]c(=O)c2nc(/C=C(\O)c3ccco3)c(=O)[nH]c21
[21] O=C(OC(=O)C(c1ccccc1)C1CCCCC1)C(c1ccccc1)C1CCCCC1 (stereo not drawn)
[22] O=C(Nc1ncc(Cc2ccc(Cl)cc2)s1)C(=S)N1CCOCC1
[23] Cc1nn(-c2ccccc2)c(N2CCCCC2)c1-c1nc2ccccc2[nH]1
[24] O=C(Nc1nc2ccccc2s1)c1cc(-c2ccc(F)cc2)n2nc(-c3ccccc3)cc2n1

Assay by compound	17	18	19	20	21	22	23	24
MDA-MB-468	47	94	56	105	113	106	75	118
RPMI-8226	62	81	68	106	x	103	89	51
MCF7	79	106	86	104	92	104	99	69
K-562	64	104	66	103	98	112	85	59
MOLT-4	65	98	74	103	97	105	92	62
MDA-MB-435	94	96	94	103	107	110	93	86
MDA-MB-231	91	93	69	104	x	113	83	65
SR	76	104	71	106	93	123	83	19

[25] O=C1Nc2cc(OC(F)(F)F)ccc2Oc2ccc(-c3ccnc(N4CCNCC4)c3)cc21
[26] C=C(C)[C@@H]1CC[C@]2(C(=O)NCC(=O)OC)CC[C@]3(C)[C@H](CC[C@@H]4[C@@]5(C)CCC(=O)C(C)(C)[C@@H]5CC[C@]43C)[C@@H]12
[27] Cc1nc(C)c(/C=C2\C(=O)Nc3ccccc32)nc1C
[28] CC1(C)[C@H]2CC[C@@]1(C)C(=O)[C@H]2[N+](=O)[O-]
[29] Fc1cccc(Cl)c1C1SCc2nc3ccccc3n21 (stereo not drawn)
[30] Cc1ccn2c(NC3CCCCC3)c(-c3ccc(C)o3)nc2c1
[31] Cc1ccc2cccc(OC(=O)Nc3cc(Cl)c(Cl)cc3Cl)c2n1
[32] Oc1c(C(Nc2ccccn2)c2cccc(Oc3ccccc3)c2)ccc2cccnc12 (stereo not drawn)

Assay by compound	25	26	27	28	29	30	31	32
MDA-MB-468	-79*	49	99	100	62	92	73[100 µM]	-79*
RPMI-8226	-51*	25	100	106	72	70	73[100 µM]	-51*
MCF7	-56*	60	80	87	98	85	68[100 µM]	-83*
K-562	-11*	18	103	103	78	78	61[100 µM]	-64*
MOLT-4	-0.2*	22	88	103	84	76	59[100 µM]	-70*
MDA-MB-435	-96*	79	101	98	101	104	93[100 µM]	-90*
MDA-MB-231	-38*	68	98	111	98	82	82[100 µM]	-89*
SR	-44*	x	85	102	68	90	76[100 µM]	-50*

# Reprinted at random: five compounds from above, in no set order.
[27] Cc1nc(C)c(/C=C2\C(=O)Nc3ccccc32)nc1C
[32] Oc1c(C(Nc2ccccn2)c2cccc(Oc3ccccc3)c2)ccc2cccnc12 (stereo not drawn)
[26] C=C(C)[C@@H]1CC[C@]2(C(=O)NCC(=O)OC)CC[C@]3(C)[C@H](CC[C@@H]4[C@@]5(C)CCC(=O)C(C)(C)[C@@H]5CC[C@]43C)[C@@H]12
[31] Cc1ccc2cccc(OC(=O)Nc3cc(Cl)c(Cl)cc3Cl)c2n1
[28] CC1(C)[C@H]2CC[C@@]1(C)C(=O)[C@H]2[N+](=O)[O-]

Assay by compound	27	32	26	31	28
MDA-MB-468	99	-79*	49	73[100 µM]	100
RPMI-8226	100	-51*	25	73[100 µM]	106
MCF7	80	-83*	60	68[100 µM]	87
K-562	103	-64*	18	61[100 µM]	103
MOLT-4	88	-70*	22	59[100 µM]	103
MDA-MB-435	101	-90*	79	93[100 µM]	98
MDA-MB-231	98	-89*	68	82[100 µM]	111
SR	85	-50*	x	76[100 µM]	102

# Later entries
[33] O=c1cc(-c2nc(-c3ccccc3)c(-c3ccccc3)[nH]2)c2cc(Cl)ccc2o1
[34] Cc1cccc(O)c1
[35] CC(=O)OC1c2ccccc2C2c3ccccc3C1C2Cl (stereo not drawn)
[36] Cc1ccc(S(=O)(=O)Oc2ccc([N+](=O)[O-])cc2)cc1
[37] O=C(/C(=C\c1ccc([N+](=O)[O-])cc1)S(=O)Cc1ccc(Cl)cc1)c1ccc(Cl)cc1 (stereo not drawn)
[38] Cc1cccc(Oc2ncccc2[N+](=O)[O-])c1C
[39] O=C1CC[C@@H](C(=O)N[C@H]2CSSC[C@@H](C(=O)NCCc3ccc(O)cc3)NC(=O)[C@H](Cc3ccccc3)NC(=O)[C@@H]3CCCN3C(=O)[C@@H]3CCCN3C2=O)N1
[40] NNC(=O)CN(CC(=O)NN)CC(=O)NN

Assay by compound	33	34	35	36	37	38	39	40
MDA-MB-468	79	98	102	108	74	103	103	109
RPMI-8226	82	96	101	91	1.3*	103	x	110
MCF7	69	139	105	97	49	99	97	110
K-562	76	104	x	101	x	106	102	91
MOLT-4	55	98	101	95	25	102	99	107
MDA-MB-435	83	102	115	114	83	117	107	110
MDA-MB-231	53	111	112	105	76	108	x	73
SR	74	104	93	96	15	112	93	89

[41] COc1ccc(C)c(NC(C)=O)c1
[42] O=C(Nc1nc(-c2ccc(Cl)cc2)cs1)c1cc(O)c(O)c(O)c1
[43] Nc1ccc(OS(=O)(=O)c2ccccc2)cc1
[44] FC(F)(F)c1cnc2c(c1)Oc1ccccc1-c1ccnn1-2
[45] Cc1ccc(NC(=O)[C@]23CCC(C)(C)CC2C2=CCC4[C@@]5(C)C[C@@H](O)[C@H](O)[C@@](C)(CO)C5CC[C@@]4(C)[C@]2(C)CC3)cc1 (stereo partly drawn)
[46] COC(=O)[C@H](Cc1ccc(O)cc1)n1cc(COc2nc(Cl)nc(N3CCOCC3)n2)nn1
[47] O=C(C(=O)N1CCCCC1)c1cn(C(=O)c2ccc(Cl)cc2)c2ccccc12
[48] Cc1cc(C)n(C(N)=NC(=O)c2ccc([N+](=O)[O-])cc2)n1

Assay by compound	41	42	43	44	45	46	47	48
MDA-MB-468	114	56	102	113	0.8*	112	100	114
RPMI-8226	x	17	102	93	-29*	107	104	104
MCF7	113	28	103	86	4.3*	98	98	91
K-562	103	8.0*	104	105	12	100	94	95
MOLT-4	113	4.7*	97	109	0.3*	102	102	77
MDA-MB-435	111	41	112	110	26	105	101	107
MDA-MB-231	122	36	98	85	-8.6*	102	96	98
SR	97	0.6*	131	92	-12*	100	86	70

[49] COC(=O)N1CC(Oc2ccccn2)C2CC1c1ccccc1O2 (stereo not drawn)
[50] CC1NC(=O)COC1c1ccccc1 (stereo not drawn)
[51] CCOc1ccc(C2C(C#N)=C(N)Oc3c2c(C)nn3-c2ccc(Cl)cc2)cc1 (stereo not drawn)
[52] Fc1ccc(C2=NN(c3cc(Cl)cc(Cl)c3)C(c3cccc(Nc4ccnc5cc(C(F)(F)F)ccc45)c3)C2)cc1 (stereo not drawn)
[53] Cc1ccc(C2OCC(C)(C)CO2)cc1
[54] COc1ccc(/C=C(/C(=O)N2CCN(c3ccccc3)CC2)c2cc(OC)c(OC)c(OC)c2)cc1O
[55] O=C(Nc1ccc(Nc2ncccn2)cc1)NC1C=c2ccccc2=CC1 (stereo not drawn)
[56] O=C(O)c1cc(S(=O)(=O)Cl)ccc1Cl

Assay by compound	49	50	51	52	53	54	55	56
MDA-MB-468	x	94	105	79	105	18	110	109
RPMI-8226	86	96	101	64	106	11	100	104
MCF7	102	95	91	79	98	19	98	101
K-562	114	106	103	77	103	6.2*	89	110
MOLT-4	94	113	100	75	96	8.8*	88	105
MDA-MB-435	105	147	106	93	106	-53*	113	103
MDA-MB-231	90	110	87	88	99	20	91	107
SR	95	x	99	71	91	9.5*	98	108

[57] CCCCNC(=O)NS(=O)(=O)c1ccc(N2N=C(c3ccc(C)cc3C)CC2c2ccc(Cl)cc2)cc1 (stereo not drawn)
[58] CCSc1nnc(NC(=O)COc2ccc(Cl)cc2C)s1
[59] Nc1nnc(-c2ccc([N+](=O)[O-])o2)s1
[60] O=C(NCCNc1cc(-c2cn(-c3ccccc3)nc2-c2cccc(O)c2)ccn1)Nc1ccc(F)cc1
[61] N#C/C(C(=O)Nc1ccc(S(N)(=O)=O)cc1)=C1\C(=O)Nc2ccc(Br)cc21
[62] CN(CCOC(N)=O)CCOC(N)=O
[63] COc1ccc2c(c1)/C(=C\c1c[nH]c3ccc(Br)cc13)C(=O)N2
[64] COc1ccccc1NC(=O)c1sc2c(=O)[nH]cnc2c1C

Assay by compound	57	58	59	60	61	62	63	64
MDA-MB-468	82	x	84	78	113	95	15	x
RPMI-8226	44	95	101	71	140	104	80	96
MCF7	58	91	92	83	99	101	53	67
K-562	66	103	123	22	105	96	77	96
MOLT-4	69	96	86	62	106	105	74	88
MDA-MB-435	67	84	116	79	104	109	70	102
MDA-MB-231	92	111	90	71	86	112	73	110
SR	x	43	94	62	103	97	79	105

[65] CC(C)N(C)/N=N/N(C)C(C)C
[66] N#CCC(=O)c1ccccc1[N+](=O)[O-]
[67] O=C1CCC(c2ccc(Oc3ccc(C4=NNC(=O)CC4)cc3)cc2)=NN1
[68] COC(=O)C(=O)C(CC(=O)Nc1ccc(C)cc1)C(=O)OC (stereo not drawn)
[69] COc1c(F)ccc(C(=O)Nc2ccc3nc(N)sc3c2)c1F
[70] Cc1ccccc1SSc1ccccc1C
[71] O=C(Nc1ccc(Cl)cc1)c1cccnc1Oc1ccc2c(c1)OCO2
[72] O=S(=O)(NN=C(c1ccccc1)c1ccccc1)c1ccccc1
[73] Cc1cccc(C)c1NC(=O)N=Nc1c(O)[nH]c2ccccc12
[74] CCc1oc2ccccc2c1C(=O)c1cc(I)c(O)c(I)c1
[75] COc1cc2ncnc(Nc3ccc4c(cnn4C(=O)Nc4ccc(C)c(Cl)c4)c3)c2cc1OC

Assay by compound	65	66	67	68	69	70	71	72	73	74	75
MDA-MB-468	118	125	80	102	83	68	98	x	107	x	10
RPMI-8226	102	105	84	104	79	99	86	82	80	55	90
MCF7	99	102	95	98	88	56	96	103	89	34	88
K-562	106	x	88	103	93	99	81	90	98	25	93
MOLT-4	102	93	92	88	96	84	89	85	98	32	90
MDA-MB-435	94	105	95	111	101	110	104	106	94	-26*	101
MDA-MB-231	115	106	93	102	95	83	83	115	96	55	93
SR	100	84	89	91	81	65	103	95	99	x	66

# Assay outcomes from PubChem.
